Pf growth 48h – P. falciparum growth inhibition at 48 hours (one generation); P. falciparum luciferase growth in erythrocytes, 48 h; Potency, µM (doses to about 28.7 µM), for the others: at the highest dose activity change, negative = inhibition, most hits filed as inhibitors; hit rate 5.9% among 310,000; AID 504832; also: potency is read from the fitted curve at half-maximal effect; % is scaled to controls: 0 for no effect and ±100 for the full control effect
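Luciferase-expressing parasites in RBCs, 2% Hct / 0.1% parasitemia final; RPMI 1640 + 0.5% Albumax; 37 C, 5% CO2, one generation; luminescence read-out, lower signal = inhibition.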
Shiga toxin inh – inhibitors of Shiga toxin in Vero cells; Vero cells, Shiga toxin protein synthesis inhibition reporter; inhibition, % at 38.7 µM; hit rate 9.2% among 290,000; AID 2315; in the data active = inhibition mostly above about 28%, no sharp cut-off; inactive = mostly below about 43%; also: 0% is about no effect
Pf growth 96h – P. falciparum growth inhibition at 96 hour, primary screen for plastid delayed-death inhibitors; Potency, µM (top dose mostly 28.7 µM), for the others: top-dose activity change, negative = inhibition, actives largely listed as inhibitors; P. falciparum luciferase reporter growth, 96 h; hit rate 6.9% among 320,000; AID 504834; also: potency is read from the fitted curve at half-maximal effect; % is scaled to controls: 0 for no effect and ±100 for the full control effect
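Plates of compound plus infected erythrocytes (2% hematocrit, 0.05% parasitemia final) incubate 96 hours, 37 C, 5% CO2. Detection reagent added; reduced luminescence from the parasites' luciferase reporter flags inhibition.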
HCV inh – blocks hepatitis C virus | Potency, µM (titrated, usually from 41.8 µM), without a hit: at the highest dose activity change, negative = inhibition, actives largely listed as inhibitors | Huh7.5.1 HCVcc-Cre infection, luciferase reporter, 44 h | hit rate 3.4% among 340,000 | AID 651820; also: potency is read from the fitted curve at half-maximal effect; % is scaled to controls: 0 for no effect and ±100 for the full control effect
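Whole-lifecycle infectious HCVcc-Cre system; cells 1,000/well, compound then virus (~0.5 moi) added 4 h after plating, 44 h culture. Luciferase read 15 sec following 15 min substrate incubation, room temp.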
Tb PYK inh – blocks Trypanosoma brucei pyruvate kinase; TbPYK enzyme, Kinase-Glo Plus ATP luminescence, 45 min; hit rate 0.12% among 410,000; Potency, µM (highest dose often 76.8 µM), without a hit: at the top dose activity, negative = inhibition, hits mostly inhibitors; also: potency is read from the fitted curve at half-maximal effect; % is scaled to controls: 0 for no effect and ±100 for the full control effect; nearly all actives have a fitted effect of over 50% in size
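Screened from lowest to highest concentration, compounds were pinned into TbPYK/substrate mixtures, and ADP (130 uM final) was added. Plates sat at room temperature for 45 min prior to Kinase-Glo Plus detection by luminescence.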
CHX counter – counter-screen hit for Shiga toxin inhibitors, cycloheximide | cell reporter, cycloheximide protein synthesis inhibition counterscreen | hit rate 12% among 300,000 | max response, % | AID 2314; in the data active = max response mostly above about 13%, no sharp cut-off; inactive = mostly below about 14%; also: read at 38.3 µM for the half of the compounds with a filed dose; 0% is about no effect
LmPK inh – LmPK (Leishmania mexicana) enzyme inhibition; purified LmPK, Kinase-Glo ATP luminescence, 1 h; hit rate 0.37% among 290,000; Potency, µM (doses to about 57.5 µM), inactives show top-dose activity change, negative = inhibition, most hits filed as inhibitors; also: potency is read from the fitted curve at half-maximal effect; % is scaled to controls: 0 for no effect and ±100 for the full control effect
Target sequence (Q27686 whole entry, looked up): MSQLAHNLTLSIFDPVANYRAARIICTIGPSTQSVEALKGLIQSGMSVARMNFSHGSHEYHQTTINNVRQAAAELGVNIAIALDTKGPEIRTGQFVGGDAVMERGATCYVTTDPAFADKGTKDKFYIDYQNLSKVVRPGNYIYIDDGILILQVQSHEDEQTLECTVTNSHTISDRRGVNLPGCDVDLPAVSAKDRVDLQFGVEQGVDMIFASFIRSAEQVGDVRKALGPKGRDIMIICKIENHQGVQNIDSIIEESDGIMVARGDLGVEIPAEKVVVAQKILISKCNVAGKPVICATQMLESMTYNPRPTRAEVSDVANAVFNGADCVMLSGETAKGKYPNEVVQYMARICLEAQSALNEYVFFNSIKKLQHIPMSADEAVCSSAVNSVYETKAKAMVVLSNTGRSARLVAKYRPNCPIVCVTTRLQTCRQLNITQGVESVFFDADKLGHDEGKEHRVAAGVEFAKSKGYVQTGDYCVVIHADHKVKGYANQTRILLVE
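Purified LmPK (0.1 nM) converted ADP (0.1 mM) to ATP with PEP (0.5 mM) in imidazole buffer pH 7.2 with KCl and MgCl2, 1 h at room temperature. ATP was read by Kinase-Glo luminescence; data normalized to uninhibited and no-enzyme controls.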
The depositor's hits bear a star; ? = inconclusive; . = no result given; & = joins results of further samples; [ ] = another dose, or the depositor's remark. Unless noted, calls follow the shape of the dose curve; as a rule, active = well fitted curve in the direction sought with a large enough effect; inconclusive = small, poorly fitted or top-dose-only effect, or another doubt; inactive = no such curve, though single readings can be large; an effect the other way counts as inactive or inconclusive. The order is random. Share with any hit: about 24%.

(1) COc1ccc(-n2c(COc3ccc(C)cc3)nnc2SCc2ccc(C#N)cc2)cc1
(2) O=C(NC1CCSc2ccccc21)c1ccccc1F (stereo unspecified)
(3) CC(C)(C)OC(=O)N1Cc2ccccc2C[C@H]1C(=O)NC1CCCC1
(4) Cc1ccc(C(=O)c2cc([N+](=O)[O-])ccc2N2CCOCC2)cc1C
(5) Cc1ccccc1NC(=O)Cc1nc(COC(=O)CCNS(=O)(=O)c2ccccc2)cs1
(6) Cc1cccc(NC(=O)CN2C(=O)C(C)Oc3ccccc32)n1 (stereo unspecified)
(7) CCC(CC)c1nnc(NC(=O)c2cc(-c3ccccc3)nc3ccccc23)s1
(8) S=c1[nH]nc(CCSCc2ccccc2)n1-c1ccccc1
(9) O=C(NC1=NCCS1)c1ccc(Cl)cc1
(10) COc1ccc(CCC(=O)NCCNC(=O)CCc2ccc(OC)cc2)cc1
screen / no.	1	2	3	4	5	6	7	8	9	10
Pf growth 96h	?	29%	?	?	?	?	?	17%[5.75 µM]	?	256%[activator]
CHX counter	-3	31*	1	-1	.	6	1	-1	58*	-2
Shiga toxin inh	-5	54*	-3	-12	.	6	10	-11	93*	.
Pf growth 48h	?	23%	?	-5%	10µM*	-10%	-9%	-6%	208%[activator]	-2%
Tb PYK inh	-20%	2%	-12%	0%	-2%	3%	1%	5.6µM*	-1%	-1%
LmPK inh	2%	-5%	0%	-4%	.	5%	-2%	-7%	1%	-3%
HCV inh	22µM*	-9%	9%	?	?	-3%	20%	-1%	8%	-7%

(11) CN(Cc1ccccc1)S(=O)(=O)c1ccc(NC(=O)C2CCCO2)cc1 (stereo unspecified)
(12) CC1=C(C(=O)OCc2ccccc2)C(c2cccc(Br)c2)NC(=O)N1 (stereo unspecified)
(13) CC(=O)c1ccc(NC(=S)NCCCn2ccnc2)cc1
(14) COc1cc2nc(N(C)CCCNC(=O)[C@@H]3CCCO3)nc(N)c2cc1OC
(15) CCOC(=O)C1=C(CN2CCOCC2)NC(=O)NC1c1cccc([N+](=O)[O-])c1 (stereo unspecified)
(16) Cc1ccc(C(=O)O/N=C(\N)c2ccc(C(F)(F)F)cn2)cc1
(17) O=S(=O)(NCc1cccnc1)c1ccc(Cl)c2ccccc12
(18) Cc1onc(-c2ccccc2)c1NC(=O)Nc1ccc(OC(F)F)cc1
(19) Cc1[nH]c2ccccc2c1SCCNC(=O)c1ccc(Br)o1
(20) COCCN=C1Sc2nc3ccc(C)cc3cc2CN1Cc1ccco1
screen / no.	11	12	13	14	15	16	17	18	19	20
Pf growth 96h	10%	-7%	-42%[5.75 µM]	1%[12.8 µM]	2%[5.75 µM]	-10%	6%	4.7µM*	?	?
CHX counter	-2	-5	1	.	-2	17	-1	13	5	52*
Shiga toxin inh	47	.	12	.	-19	52	-2	15	-3	114*
Pf growth 48h	-6%	?	?	-7%[12.8 µM]	?	-34%[0.00184 µM]	13%	6.6µM*	?	.
Tb PYK inh	0%	-2%	-2%	7%[33.2 µM]	3%	0%	3%	0%	-5%	-2%
LmPK inh	-1%	7%	-1%	.	-9%	-3%	6%	10%	4%	4%
HCV inh	-15%	-18%	10%	.	1%	21%	0%	-13%	?	-22%

(21) CCOc1ncccc1C(=O)OCc1ccc(Cl)cc1
(22) COc1cccc(C2C(C#N)=C(N)N(N(C)C)C3=C2C(=O)CCC3)c1 (stereo unspecified)
(23) COc1cc(CNc2ccc3[nH]c(=O)[nH]c3c2)ccc1OCc1ccccc1C
(24) C=CCNC(=O)C(=O)Nc1cc2c3c(c1)CCC(=O)N3CCC2
(25) Cc1cccc(C(=O)NC2CC3CCCC(C2)N3S(=O)(=O)c2ccccc2)c1 (stereo unspecified)
(26) COc1ccc(S(=O)(=O)N/N=C/c2ccc(OCCN3CCOCC3)c(OC)c2)cc1
(27) CCOC(=O)Cc1csc(NC(=O)C2CCCCC2C(=O)O)n1 (stereo unspecified)
(28) CCCCNC(=O)Cn1cnc2sc(C)c(S(=O)(=O)N3CCN(c4ccccc4OC)CC3)c2c1=O
(29) CC(C)Nc1nnc(SCC(=O)Nc2sccc2C#N)s1
(30) CCOc1ccccc1NC(=O)c1ccc([N+](=O)[O-])cc1
screen / no.	21	22	23	24	25	26	27	28	29	30
Pf growth 96h	2%	-25%	1%	-3%	?	-1%	-11%	?	?	49%[activator]
CHX counter	15	2	22	-2	-2	20*	-4	-6	.	-8
Shiga toxin inh	17	11	27	38	3	34	-12	-14	.	-12
Pf growth 48h	-4%	0%	8%	-12%	.	29%	.	-1%	0%	0%
Tb PYK inh	-4%	-9%	0%	2%	-6%	0%	10%	-11%&2%	4%	.
LmPK inh	5%	2%	2%	-3%	2%	-5%	-11%	0%	.	1%
HCV inh	-7%	-5%	-38%	?	?	14%	22%	15%	-5%	.

(31) COc1ccc(S(=O)(=O)N2CCN(C(=O)c3ccc(C)o3)CC2)cc1
(32) O=C(OCc1cccc(C(F)(F)F)c1)c1cc(S(=O)(=O)N2CCOCC2)ccc1F
(33) COc1ccc(C2(C#N)CCC(C(=O)O)CC2)cc1OC1CCCC1 (stereo unspecified)
(34) CCN1C(=NCCc2c[nH]c3ccccc23)N[C@@H](c2ccccc2)C(C(=O)OC)=C1C
(35) O=c1c2cnn(-c3ccccc3)c2ncn1Cc1ccccn1
(36) CCOc1ccc(C(=O)NCCC(=O)NCCCC(=O)O)cc1
(37) COc1cccc(-c2nc(NCCN3CCOCC3)c3ccccc3n2)c1O
(38) COc1ccc(CC2c3cc(OC)c(OC)cc3CCN2C)cc1OC (stereo unspecified)
(39) COc1cc(C(=O)NCCC(=O)NC(C)CCc2ccccc2)cc(OC)c1OC (stereo unspecified)
(40) COc1oc(-c2ccc(Cl)cc2)nc1C(F)(F)F
screen / no.	31	32	33	34	35	36	37	38	39	40
Pf growth 96h	?	5%	-16%	1%&42%	-6%	15%	26%	?	-1%	-2%
CHX counter	10	.	.	2&-1	7	-2	-4	-2	-5	1
Shiga toxin inh	-12	.	.	-3&-10	17	-7	-21	4	9	15
Pf growth 48h	?	-30%	?	13µM*	?	6%	?	-1%	?	-4%
Tb PYK inh	-6%	3%	-8%	.	-6%	4%	.	-1%	-8%	-5%
LmPK inh	5%	.	.	-12%&-6%	-1%	-5%	8%	1%	0%	2%
HCV inh	14%	10µM*	.	.	?	17%	10µM*	4%	-3%	18%

(41) CN1C(=O)CSc2ccc(NC(=O)NCc3ccccc3)cc21
(42) CCC(C)(C)c1nnc(NC(=O)C2CCN(C(=O)c3ccco3)CC2)s1
(43) Cc1ccc(-c2csc(NC(=O)c3cc([N+](=O)[O-])ccc3N3CCOCC3)n2)cc1
(44) COc1ccc(C(=O)N/C(=C\c2ccc(Cl)cc2)C(=O)NCC2CCCO2)cc1 (stereo unspecified)
(45) CN(C)c1ccc(-c2nn3c(C4CCCCC4)nnc3s2)cc1
(46) O=C(Nc1ccccc1C(=O)O)c1cc(S(=O)(=O)N2CCCCC2)cs1
(47) CCc1noc(C)c1C(=O)N(C)CC(=O)Nc1ccccc1Br
(48) O=C(N/N=C/c1c(Cl)[nH]c2ccccc12)c1sc2ccccc2c1Cl
(49) C/C(=N/N=C(/C)c1cccs1)c1cccs1
(50) Fc1ccc(N/N=C/C=C/c2ccccc2)c(F)c1
screen / no.	41	42	43	44	45	46	47	48	49	50
Pf growth 96h	12%	?	-20%	22%	?	19%	19%	?	2%	?
CHX counter	-3	-2	8	5	-2	-4	.	13*	31*	32*
Shiga toxin inh	-6	13	17	7	8	4	.	0	73*	34*
Pf growth 48h	?	?	4%	?	-5%	5%	4%	-12%	159%[activator]	48%[activator]
Tb PYK inh	-15%	-29%	1%	0%	-7%	5%	0%	-3%	-3%	-6%
LmPK inh	15%	-6%	4%	0%	12%	-8%	.	-1%	1%	-2%
HCV inh	0%	4%	-13%	2%	?	2%	-8%	10µM*	-2%	19%

(51) O=C(/C=C/c1ccccc1)NCCc1ccccc1
(52) O=C(OCn1nnc2ccccc2c1=O)C1CCN(S(=O)(=O)c2cccs2)CC1
(53) O=C1c2ccccc2C(=O)c2c1ncn2-c1ccccc1
(54) Cc1ccc(C(=O)Nc2nnc(-c3ccncc3)o2)cc1
(55) Cc1cc(C)cc(OCC(=O)OCc2nnc(-c3ccccc3)o2)c1
(56) CCN1C(=NCCc2ccc(Br)cc2)N[C@@H](c2ccccc2)[C@H](C(=O)OC)[C@H]1C
(57) Cc1ccc(NC(=O)CCCc2ccccc2)c([N+](=O)[O-])c1
(58) O=C1NC(c2ccccc2)Nc2c1sc(=S)n2-c1ccccc1 (stereo unspecified)
(59) CCc1ccc2c(c1)C(O)(CC(=O)c1cccs1)C(=O)N2 (stereo unspecified)
(60) CCOC(=O)Nc1sc(C)c(C)c1C(=O)OCC
screen / no.	51	52	53	54	55	56	57	58	59	60
Pf growth 96h	24%	18%	57%[activator]	-19%	0%	1%	2%	-42%	10%[1.15 µM]	25%
CHX counter	46*	1	-1	9.8*	1	-4	32*	8	-5	-4
Shiga toxin inh	92*	12	-7	23	24	-7	35*	-10	-9	2
Pf growth 48h	-27%	-7%	4.7µM*	50%[activator]	3%	?	89%[activator]	7%	0%	8%
Tb PYK inh	2%	3%	-21%	2%	3%	-7%	0%	-18%	3%	-9%
LmPK inh	7%	0%	-1%	-10%	-1%	-10%	-4%	-12%	-2%	5%
HCV inh	4%	26%&22%	?	6%	10%	?	7%	0%	5%	?

(61) CC(=O)C(Cc1ccccc1)NC(=O)CN1c2cccc3cccc(c23)S1(=O)=O (stereo unspecified)
(62) CCOc1ccc(-n2c(SCc3ccc(C(=O)OC)o3)nc3c(c2=O)SCC3)cc1
(63) CCOc1ccc(S(=O)(=O)NCCC(=O)N(C)Cc2cccs2)cc1
(64) CCOC(=O)c1nn(-c2ccccc2F)c(-c2ccccc2)c1C(=O)c1ccccc1
screen / no.	61	62	63	64
Pf growth 96h	?	.	-17%	?
CHX counter	.	-3	.	2
Shiga toxin inh	.	-12	.	5
Pf growth 48h	?	?	-18%	?
Tb PYK inh	-8%	-1%	6%	-3%
LmPK inh	.	7%	.	1%
HCV inh	5%	?	-9%	?

In another format: results already given
61. CC(=O)C(Cc1ccccc1)NC(=O)CN1c2cccc3cccc(c23)S1(=O)=O (stereo unspecified)
  Pf growth 96h: ?	CHX counter: .	Shiga toxin inh: .	Pf growth 48h: ?	Tb PYK inh: -8%	LmPK inh: .	HCV inh: 5%

62. CCOc1ccc(-n2c(SCc3ccc(C(=O)OC)o3)nc3c(c2=O)SCC3)cc1
  Pf growth 96h: .	CHX counter: -3	Shiga toxin inh: -12	Pf growth 48h: ?	Tb PYK inh: -1%	LmPK inh: 7%	HCV inh: ?

63. CCOc1ccc(S(=O)(=O)NCCC(=O)N(C)Cc2cccs2)cc1
  Pf growth 96h: -17%	CHX counter: .	Shiga toxin inh: .	Pf growth 48h: -18%	Tb PYK inh: 6%	LmPK inh: .	HCV inh: -9%
